CRE Fsk mod: Cell signaling CRE-BLA (Fsk stim). CHO CRE-bla reporter (cAMP response element driving beta-lactamase), forskolin EC10, beta-lactamase ratio. Potency, µM (series often up to 38.2 µM), for inactives: at the top dose activity change, negative = inhibition, usual class: activators. 2.5% of 71,000 active. AID 662, 2007; active = well fitted activation curve with a large enough effect in the signal ratio, with a control signal flat, not every such curve was filed as active; inconclusive = small, poorly fitted or top-dose-only effect, or effect the other way, or a change in a side signal; the % refers to the signal ratio; also: potency is read from the fitted curve at half-maximal effect; % of control where 0% means no effect
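Modulation of forskolin-driven signalling is measured in CHO cells carrying a CRE-controlled beta-lactamase reporter. Cells are stimulated with EC10 NKH 477 in the presence of titrated compound for 3 h at 37 °C, then loaded with CCF4 for 2 h at room temperature.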
4-MU autofl: qHTS Assay for Spectroscopic Profiling in 4-MU Spectral Region | compound autofluorescence, 340/450 nm, 4-MU equivalents; active compounds read high | max dye-equivalent concentration, M | 11% of 59,000 active; in the data active = max dye-equivalent concentration above about 10 nM; inconclusive = mostly about 1.1 nM to 9.6 nM
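Compounds in 100 mM Tris, pH 8.0, sat 15 min at room temperature before fluorescence was read at 340 nm excitation/450 nm emission; a per-plate six-point 4-MU standard curve converted signals to dye-equivalent concentration at each compound concentration.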
Texas Red fluor: qHTS Assay for Spectroscopic Profiling in Texas Red Spectral Region; AID 587, 2007; 0.06% of 59,000 active; Compound fluorescence, Texas Red channel, 547/618 nm; active compounds read high; max dye-equivalent concentration, M; in the data active = max dye-equivalent concentration above about 10 nM; inconclusive = between about 1.1 nM and that limit
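Pin-transferred compounds and Texas Red standards go into 100 mM Tris buffer, pH 8.0. After 15 min at room temperature, plates are imaged with 547/618 nm filters. Each value is a dye-equivalent concentration derived from the per-plate dye curve.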
Fluorescein fluor: qHTS Assay for Spectroscopic Profiling in Fluorescein Spectral Region; Compound autofluorescence, 480/540 nm, fluorescein-equivalent; active compounds read high; max fluorescein-equivalent concentration, M; 0.91% of 59,000 active; AID 593, 2007; in the data active = max fluorescein-equivalent concentration above about 10 nM; inconclusive = between about 1.1 nM and that limit
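Normalized response (dye-equivalent concentration) derives from comparing each well's 540 nm emission, under 480 nm excitation, with plate-resident fluorescein standards. Compounds were held in 100 mM Tris, pH 8.0, for 15 min at room temperature.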
GFP derepression: qHTS Assay for Epigenetic Modulators; mouse C127i GFP locus derepression, cytometry, 30 h; Potency, µM (highest dose often 46.1 µM), for the others: at the highest dose GFP derepression (activation); 0.09% of 68,000 active; also: % of control where 0% means no effect
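Derepression screen: silenced CMV-GFP reporter in murine C127i cells, 30 h compound incubation at 37 C, washed cells imaged by laser-scanning cytometer to enumerate GFP-expressing objects of 20 to 120 um.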
FLuc inh: qHTS Assay for Inhibitors of Firefly Luciferase | purified firefly luciferase, luminescence, 8 min | AID 411, 2009 | Potency, µM (series often up to 57.1 µM), without a hit: at the top dose activity change, negative = inhibition, actives largely listed as inhibitors | Luciferin 4-monooxygenase (Photinus pyralis), P08659 | 2.2% of 72,000 active; also: potency is read from the fitted curve at half-maximal effect; % is scaled to controls: 0 for no effect and ±100 for the full control effect; nearly all actives have a fitted effect of over 40% in size
Target sequence (P08659 whole entry, looked up): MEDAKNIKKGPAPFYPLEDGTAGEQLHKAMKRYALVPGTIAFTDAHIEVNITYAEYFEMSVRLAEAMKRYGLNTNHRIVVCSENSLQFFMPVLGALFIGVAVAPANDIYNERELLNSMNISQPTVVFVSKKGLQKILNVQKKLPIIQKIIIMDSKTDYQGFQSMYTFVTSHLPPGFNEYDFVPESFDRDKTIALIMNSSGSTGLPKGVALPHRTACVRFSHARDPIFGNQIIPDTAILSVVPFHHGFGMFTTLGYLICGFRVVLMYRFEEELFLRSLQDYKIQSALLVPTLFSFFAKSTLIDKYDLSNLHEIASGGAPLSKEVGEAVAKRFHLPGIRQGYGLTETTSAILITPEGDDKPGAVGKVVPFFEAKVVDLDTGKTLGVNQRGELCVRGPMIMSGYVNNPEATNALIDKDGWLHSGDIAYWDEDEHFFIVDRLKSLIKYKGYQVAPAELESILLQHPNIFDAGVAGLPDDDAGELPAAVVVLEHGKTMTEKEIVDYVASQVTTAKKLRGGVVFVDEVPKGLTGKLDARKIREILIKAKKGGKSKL
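Here, luciferase activity is measured as luminescence following an 8 min room-temperature reaction at 10 uM ATP, pH 7.2. Every library sample is titrated.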
Hsp90 Hop PPI: qHTS Assay for Disrupters of an Hsp90 Co-Chaperone Interaction; Hsp90 C-terminal peptide / TPR2A (Hop) interaction, human; AlphaScreen TPR2A-His6 binding biotin-Hsp90 C-terminal peptide; AID 595, 2007; Potency, µM (doses to about 57 µM), inactives show at the highest dose activity change, negative = inhibition; 0.44% of 71,000 active; active = well fitted curve in either direction with a large enough effect; inconclusive = small, poorly fitted or top-dose-only effect, or another doubt; also: potency is read from the fitted curve at half-maximal effect; % is scaled to controls: 0 for no effect and ±100 for the full control effect; many of its hits are not listed in these tables
UbGFP stabilizer: Ubiquitin-GFP Assay; Potency, µM (titrated, usually from 45.9 µM), without a hit: at the highest dose activation (GFP accumulation), hits mostly activators; 67,000 tested, under 10 active; Ubiquitin-GFP reporter cells, proteasome inhibition, GFP fluorescence; response scale: untreated = 0%, 10 µM MG-132 = 100%; active = well fitted activation curve with a large enough effect, not every such curve was filed as active; inconclusive = small, poorly fitted or top-dose-only effect, or another doubt; inactive = no such curve, though single readings can be large or run the other way; also: potency is read from the fitted curve at half-maximal effect
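GFP accumulation read-out: laser plate cytometry counting ubiquitin(G76V)-GFP-expressing U2OS cells after 4 hr compound exposure at 37 °C. Titrations spanned 46 uM to 2.9 nM; 0% = basal, 100% = 10 uM MG-132; concentration-response curves fitted.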
HBB splice mod: qHTS Assay for Modulators of Hemoglobin Beta Chain Splicing; HBB splicing reporter cell assay, activation; EGFP reporter with mutant IVS2-654 intron; response scale: normalised to 500 nM splice-correcting PNA; 0.06% of 65,000 active; AID 925, 2007; Potency, µM (doses to about 46.1 µM), without a hit: at the highest dose activation, actives largely listed as activators; also: potency is read from the fitted curve at half-maximal effect; 0% is about no effect
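HeLa cells stably expressing EGFP interrupted by mutant beta-globin intron 2 (IVS2-654), 500/well in 2% FCS. Treated with compound for 2 days at 37C. Splicing correction scored as total well GFP intensity (488 nm excitation, 500-520 nm emission); 500 nM antisense PNA served as control.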
ERK AVP inh: qHTS Assay for Inhibitors of the ERK Signaling Pathway using a Homogeneous Screening Assay | Potency, µM (top dose mostly 57.5 µM), inactives show at the highest dose activity, negative = inhibition, usual class: inhibitors | 0.99% of 72,000 active | AID 995, 2007 | HEK293-V1b, vasopressin-stimulated pERK AlphaScreen; also: potency is read from the fitted curve at half-maximal effect; % is scaled to controls: 0 for no effect and ±100 for the full control effect; nearly all actives have a fitted effect of over 55% in size
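Phosphorylated ERK1/2 detected via AlphaScreen bead proximity in lysates of V1b-expressing HEK293 cells given 25 nM vasopressin for 5 min after 30 min compound exposure (37 °C). AC50 from Hill equation; basal DMSO 0%, vasopressin 100%.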
A350 fluor: qHTS Assay for Spectroscopic Profiling in A350 Spectral Region | Compound autofluorescence, 340/450 nm, Alexa 350 dye-equivalents; active compounds read high | AID 590, 2007 | max dye-equivalent concentration, M | 11% of 59,000 active; in the data active = max dye-equivalent concentration above about 10 nM; inconclusive = mostly about 1.1 nM to 9.6 nM
* = called active by the depositor; i = inactive; ? = inconclusive; / = no result given; ! = not confirmed by another sample; [ ] = another dose, or the depositor's remark. Unless noted, calls follow the shape of the dose curve; as a rule, active = well fitted curve in the direction sought with a large enough effect; inconclusive = small, poorly fitted or top-dose-only effect, or another doubt; inactive = no such curve, though single readings can be large; an effect the other way counts as inactive or inconclusive. Only part of the results is shown. The share of hits here may be higher or lower than overall.

SMILES	CRE Fsk mod	4-MU autofl	Texas Red fluor	Fluorescein fluor	GFP derepression	FLuc inh	Hsp90 Hop PPI	UbGFP stabilizer	HBB splice mod	ERK AVP inh	A350 fluor
Clc1ccccc1/C=C\c1ccnc2ccccc12	-3%[7.6 µM]	?	i	i	0%[9.22 µM]	0%[11.4 µM]	0%[11 µM]	-1%[9.17 µM]	1.3%[9.22 µM]	-27%[11.5 µM]	?
NC(=O)CN(c1ccc(Cl)cc1)S(=O)(=O)c1ccccc1	-7%	i	i	?	-2%	-1%	0%	-6%	/	8%	i
Clc1ccccc1-c1nnc2sc(-c3cccs3)nn12	17%	i	i	i	0%	0%	-3%	-2%	1.0%	-19%	i
O=C1CCCc2c1[nH]c1ccccc21	-17%	i	i	i	-1%	-39%	-5%	0%	0.5%	-10%	i
COC(=O)c1[nH]c2ccccc2c1NC(=O)CN1CCN(Cc2ccc3c(c2)OCO3)CC1	13%	i	i	i	0%	1%	-5%	-7%	-0.8%[57.5 µM]	-19%	i
Cc1ccc(S(=O)(=O)N(C)Cc2ccc(-c3nnc4n3CCC4)cc2)cc1	?	i	i	?	-1%	-35%	-4%	6%	-1.3%	-10%	i
Cc1nc2scc(-c3ccccc3)c2c(=O)n1/N=C/c1ccco1	5%	i	i	i	-2%	4%	-2%	-12%	-1.2%	4%	i
O=S(=O)(Nc1cc(Cl)ccc1N1CCCCC1)c1cccs1	-10%	i	i	i	1%	1%	16%	-6%	0.1%	27%	i
COc1ccc(C)cc1NC(=O)CSc1nnc(COc2ccc(Cl)cc2)n1Cc1ccco1	?	i	?	?	5%	-1%	-4%	3%	1.0%	-6%	i
COC(=O)c1ccc(COC(=O)C23CC4CC(CC(O)(C4)C2)C3)o1	4%	i	?	i	-5%	-2%	-4%	-5%	1.0%[57.5 µM]	1%	?
COc1ccc(C(=O)n2ccc(C)n2)cc1Br	-17%	?	i	?	0%	-1%	13%	-1%	0.8%	-9%	?
CCCCCCc1cc2cc(C(=O)NC)c(=N)oc2cc1O	/	1.7e-06M*	i	?	-3%[20.6 µM]	-1%[25.5 µM]	/	/	/	/	2e-06M*
COc1ccc2c(c1)CCc1c(C(=O)Nc3cc(C)n(Cc4ccc(Cl)cc4)n3)noc1-2	-20%	i	i	i	-3%	1%	-1%	-3%	-0.2%	7%	i
COc1ccc(-c2nnn(CC(=O)N(CC(=O)NC3CCCC3)Cc3cccs3)n2)cc1OC	26%	i	i	i	-1%	3%	0%	0%	/	-27%	i
Cc1cc(C)c(NC(=O)Cn2c(=O)n(Cc3ccco3)c(=O)c3ccccc32)c(C)c1	?	i	?	?	0%	0%	3%	-3%	-3.2%	-11%	i
COc1cc(C(=O)N2c3ccccc3CC2C)cc(OC)c1OC (stereo unspecified)	12%	/	/	/	-3%	3%	1%	7%	-0.6%	-25%	/
Oc1[nH]c2ccccc2c1C1=NCCCC1	16µM*	?	?	i	-2%	-3%	-10%	4%	3.1%[1.84 µM]	-27%	?
C/C(=N/O)c1ccc2cc(Br)c3ccccc3c2c1	6%[7.6 µM]	i	i	?	-1%[9.22 µM]	1%[11.4 µM]	7%[11 µM]	-1%[9.17 µM]	-1.9%[9.22 µM]	-10%[11.5 µM]	i
Cn1ccnc1SCC(=O)NC12CC3CC(CC(C3)C1)C2	?	i	?	i	0%	-8%	-5%	3%	0.4%	-7%	i
Cc1cc(=O)oc(C)c1C(=O)NCc1ccccn1	-17%	?	i	?	-3%	-1%	?	0%	0.8%	-4%	?
Cc1nc(S(=O)(=O)NC2CCCCC2)c(C#N)c(C)c1Cl	2%	i	i	i	0%	3%	3%	9%	-0.3%	2%	i
COc1ccc(-n2c(=O)c(C)nc3cnc(Oc4ccccc4)nc32)cc1	2.5µM*	i	i	i	5%[9.22 µM]	1%[11.4 µM]	-3%	0%	1.5%	-9%	i
OC1(C(O)(c2ccc(-c3ccccc3)cc2)c2ccc(-c3ccccc3)cc2)CCCCC1	-4%[7.6 µM]	i	i	i	0%[9.22 µM]	2%[11.4 µM]	0%[11 µM]	0%[9.17 µM]	-0.8%[9.22 µM]	29%[11.5 µM]	i
N#Cc1nc(-c2ccco2)oc1NCc1cccnc1	?	?	i	i	-3%	-2%	-6%	5%	-0.3%[0.369 µM]	-28%	?
CCn1c(=O)cc(SCC(=O)N2CCCCC2)c2ccccc21	?	i	i	?	3%	0%	-4%	11%	0.0%	1%	?
Cc1ccc(-c2nn[nH]n2)cc1	-7%	i	i	i	0%	-13%	0%	0%	-0.4%[57.5 µM]	3%	i
O=S(=O)(c1ccc(Br)s1)n1cccn1	27%	i	i	i	-1%	-2%	4%	6%	-4.1%	17%	i
COc1ccc(-c2csc3c2[N+]2=CCC=C2C3=O)cc1	3.2µM*	i	?	i	-3%[9.22 µM]	3%[11.4 µM]	-11%[11 µM]	3%[9.17 µM]	1.9%[9.22 µM]	-4%[11.5 µM]	i
Cc1occc1-c1nnc(SCC(=O)Nc2ccccc2-c2ccccc2)n1C	-3%	i	i	i	3%	2%	-3%	-4%	-0.2%[57.5 µM]	-27%	i
Cc1ccc(S(=O)(=O)O[C@@H]2[C@H]([C@@H]3COC(C)(C)O3)O[C@H]3OC(C)(C)O[C@@H]32)cc1	-2%[7.6 µM]	i	i	i	3%[9.22 µM]	3%[11.4 µM]	1%[11 µM]	-11%[9.17 µM]	1.7%[9.22 µM]	8%[11.5 µM]	i
Cc1cc(C)n2nc3nc(N4CCCCC4)nc(-c4ccco4)c3c2n1	-12%	2.6e-08M*	i	?	-3%	0%	?	-1%	-1.1%	33%	2.9e-08M*
CC1(C)NC(=O)N(CC(O)CN2C(=O)NC(C)(C)C2=O)C1=O	?	i	i	i	-1%	-1%	2%	0%	4.8%	6%	i
CCN(CC)C(=S)SSC(=S)N(CC)CC	-16%[17.1 µM]	i	?	?	1µM*!	-19%[25.5 µM]	?	7%[20.5 µM]	0.4%[20.6 µM]	-10%	i
O=C1c2oc3ccc(Cl)cc3c(=O)c2C(c2cccc(Br)c2)N1CCO (stereo unspecified)	20%	i	i	i	1%	-11%	?	7%	-1.7%	-7%	i
NS(=O)(=O)c1ccc(NC(=O)COC(=O)CSc2n[nH]c(-c3ccccc3)n2)cc1	?	/	/	/	-2%	-6%	-5%[11 µM]	-3%[9.17 µM]	-3.1%[0.0738 µM]	40%[activator]	/
O=C(C1CCCN1S(=O)(=O)c1ccc(Cl)c(Cl)c1)N1CCOCC1 (stereo unspecified)	-19%	i	i	i	-4%	-1%	-3%	4%	1.6%	11%	i
COc1ccc(C2C3C(=O)N(Cc4ccccc4)C(=O)C3ON2c2ccccc2)c(OC)c1OC (stereo unspecified)	23%	i	?	i	2%	2%	4%	4%	2.5%[1.84 µM]	-10%	i
COC(=O)c1ccc(CSc2ccc3nnc(-c4cccnc4)n3n2)o1	?	/	/	/	/	3%	-5%	-6%	0.6%	/	/
Cc1ccc(-c2noc(CCC(=O)NCCN3CCc4ccccc4C3)n2)cc1	-18%	i	?	i	3%	-2%	3%	-4%	0.5%	33%[activator]	i
Cn1c(=O)c2cc(S(=O)(=O)NCCC(=O)NCC3CCCO3)ccc2n(C)c1=O (stereo unspecified)	?	i	i	i	2%	2%	1%	6%	1.4%	-17%	i
CN(C)CCCN1C(=O)C(=O)/C(=C(/O)c2ccc3c(c2)OCO3)C1c1ccco1 (stereo unspecified)	7%	i	?	i	0%	0%	-2%	24%	-0.7%	-8%	i
CCN1CCN(C(c2cccs2)C(C)NC(=O)c2c(F)cccc2F)CC1 (stereo unspecified)	2%	i	i	?	-2%	-1%	-1%	/	3.3%[0.369 µM]	16%	i
O=C(CSc1nnc(-c2ccccc2)n1Cc1ccccc1)NC1CC1	9%	i	i	i	3%	0%	-4%	8%	2.5%	-8%	i
Cc1cnc(CNc2nc(-c3c(C)noc3C)nc3ccccc23)cn1	?	i	i	i	0%[9.22 µM]	-12%[2.29 µM]	-2%	10%	0.4%	-11%	i
N#Cc1c2n(c3c(=O)n(CC(=O)c4ccc(Br)cc4)cnc13)CCCC2	18%	/	/	/	8%	0%	-5%	6%	-5.9%	-1%	/
CCn1c(SCc2cccnc2)nc2c1c(=O)n(C)c(=O)n2C	?	?	i	?	-1%	1%	?	-1%	-0.6%	12%	?

From PubChem
